Source: PubChem BioAssay
CHX counter = counter-screen for Shiga toxin inhibitors: cycloheximide protein synthesis inhibition; 12% of 300,000 active; cell reporter, cycloheximide protein synthesis inhibition counterscreen; max response, %; in the data active = max response mostly above about 13%, no sharp cut-off; inactive = mostly below about 14%; also: read at 38.3 µM for the half of the compounds with a filed dose; 0% is about no effect
Pf growth 96h = P. falciparum growth inhibition at 96 hours | P. falciparum luciferase reporter growth, 96 h | Potency, µM (series often up to 28.7 µM), without a hit: at the top dose activity change, negative = inhibition, actives largely listed as inhibitors | 6.9% of 320,000 active | AID 504834; also: potency is read from the fitted curve at half-maximal effect; % is scaled to controls: 0 for no effect and ±100 for the full control effect
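P. falciparum expressing integrated firefly luciferase grown in erythrocytes (2% hematocrit, 0.05% parasitemia final) with compounds for 96 hours at 37 C, 5% CO2. Growth inhibition read as loss of luminescence after adding luciferase detection reagent.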
LmPK inh = LmPK (Leishmania mexicana) enzyme inhibition; Q27686; purified LmPK, Kinase-Glo ATP luminescence, 1 h; Potency, µM (top dose mostly 57.5 µM), without a hit: top-dose activity change, negative = inhibition, actives largely listed as inhibitors; 0.37% of 290,000 active; AID 1721; also: potency is read from the fitted curve at half-maximal effect; % is scaled to controls: 0 for no effect and ±100 for the full control effect
Target sequence (Q27686 whole entry, looked up): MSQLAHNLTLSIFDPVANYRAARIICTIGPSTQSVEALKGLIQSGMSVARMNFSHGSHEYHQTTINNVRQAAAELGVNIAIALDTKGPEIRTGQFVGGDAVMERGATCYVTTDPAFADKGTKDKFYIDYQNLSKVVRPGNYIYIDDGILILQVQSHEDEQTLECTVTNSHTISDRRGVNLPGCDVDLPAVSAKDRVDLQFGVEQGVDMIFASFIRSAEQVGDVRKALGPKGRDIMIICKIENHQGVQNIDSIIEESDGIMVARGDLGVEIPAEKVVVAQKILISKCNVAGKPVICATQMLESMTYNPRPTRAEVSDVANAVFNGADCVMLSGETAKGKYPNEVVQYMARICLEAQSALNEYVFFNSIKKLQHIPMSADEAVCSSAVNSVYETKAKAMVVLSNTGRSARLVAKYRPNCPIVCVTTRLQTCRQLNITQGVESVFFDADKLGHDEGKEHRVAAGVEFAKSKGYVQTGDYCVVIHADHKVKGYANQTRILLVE
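In 50 mM imidazole pH 7.2 with 7 mM MgCl2, LmPK (0.1 nM) turned over PEP (0.5 mM) and ADP (0.1 mM) for 1 h at room temperature. Luciferase read-out of ATP.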
HCV inhibitor = HCV inhibition; Huh7.5.1 HCVcc-Cre infection, luciferase reporter, 44 h; Potency, µM (doses to about 41.8 µM), without a hit: at the highest dose activity change, negative = inhibition, actives largely listed as inhibitors; 3.4% of 340,000 active; also: potency is read from the fitted curve at half-maximal effect; % is scaled to controls: 0 for no effect and ±100 for the full control effect
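Reporter virus HCVcc-Cre (~0.5 moi) infects cells exposed to compound; seeding density 1,000 cells/well with 4 h settling beforehand. Luminescence, 15 sec read, taken 44 h post-infection following a 15 min RT substrate incubation.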
Shiga toxin inh = Shiga toxin inhibition | Vero cells, Shiga toxin protein synthesis inhibition reporter | AID 2315 | 9.2% of 290,000 active | inhibition, % at 38.7 µM; in the data active = inhibition mostly above about 28%, no sharp cut-off; inactive = mostly below about 43%; also: 0% is about no effect
Pf growth 48h = P. falciparum growth inhibition at 48 hours (one generation) | P. falciparum luciferase growth in erythrocytes, 48 h | Potency, µM (titrated, usually from 28.7 µM), for the others: at the top dose activity change, negative = inhibition, most hits filed as inhibitors | 5.9% of 310,000 active | AID 504832; also: potency is read from the fitted curve at half-maximal effect; % is scaled to controls: 0 for no effect and ±100 for the full control effect
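Luciferase-expressing P. falciparum in infected erythrocytes (2% hematocrit, 0.1% parasitemia final) in RPMI 1640/0.5% Albumax were exposed to compound for 48 hours at 37 C, 5% CO2; growth read as luminescence.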
TbPYK inhibitor = inhibitors of Trypanosoma brucei pyruvate kinase. Q57TT1. TbPYK enzyme, Kinase-Glo Plus ATP luminescence, 45 min. Potency, µM (series often up to 76.8 µM), for inactives: at the top dose activity, negative = inhibition, hits mostly inhibitors. 0.12% of 410,000 active; also: potency is read from the fitted curve at half-maximal effect; % is scaled to controls: 0 for no effect and ±100 for the full control effect; nearly all actives have a fitted effect of over 50% in size
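In this concentration-response screen, enzyme-free wells defined baseline while DMSO plates tracked drift. Each reaction combined TbPYK, substrate, compound and 130 uM ADP for 45 min at room temperature. Kinase-Glo Plus luminescence gave the signal.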
The depositor's hits bear a star; ? = inconclusive; nt = not tested or not shown; & = joins results of further samples; [ ] = another dose, or the depositor's remark. Unless noted, calls follow the shape of the dose curve; as a rule, active = well fitted curve in the direction sought with a large enough effect; inconclusive = small, poorly fitted or top-dose-only effect, or another doubt; inactive = no such curve, though single readings can be large; an effect the other way counts as inactive or inconclusive. Compounds as they come; about 24% have a hit in one of these screens.

1. CCn1cc(S(=O)(=O)c2ccc(C)cc2)[nH]c1=O
2. COc1ccc(/C(C)=N/NC(=O)c2ccncc2)cc1
3. COCCCNC(=O)c1ccc2c(c1)ncn2-c1ccccc1OC
4. CNC(=O)CC1C(=O)N(C)C(=S)N1NC(=O)c1ccc(Cl)cc1 (stereo unspecified)
5. CCOC(=O)C(=CNc1nc(-c2ccc3ccccc3c2)cs1)C(=O)OCC
6. CCn1ccnc1CN1CCCCC1C(=O)Nc1ccc(Oc2cccnc2)cc1 (stereo unspecified)
7. CCC1Oc2ccc(C)cc2N(CC(=O)N(Cc2cccnc2)Cc2cccc(F)c2)C1=O (stereo unspecified)
8. N/C(=N\OS(=O)(=O)c1ccc(Cl)cc1)c1ccncc1

entry no.,1,2,3,4,5,6,7,8
CHX counter,-6,-3,10,-3,27*,10,-3,-1
Pf growth 96h,?,-23%,nt,1%,74%[activator],19%,98%[activator],-34%
LmPK inh,6%,0%,-5%,3%,0%,0%,5%,7%
HCV inhibitor,1%,10%,?,2%,?,?,20%,2%
Shiga toxin inh,-4,-5,42,11,38*,-8,-8,-5
Pf growth 48h,2%,43%[activator],?,-2%,79%[activator],?,12µM*,nt
TbPYK inhibitor,3%,3%,-4%,-5%,0%,7%,-2%,-3%

9. CCOc1ccc(Cl)cc1S(=O)(=O)N1CCC(C(=O)N2CCCC2)CC1
10. CCCn1c(=N)n(CC(O)c2ccco2)c2ccccc21 (stereo unspecified)
11. Cc1ccc(-c2nnc(Nc3ccc(CC(N)=O)cc3)c3ccccc23)cc1
12. CCOC(=O)c1c(C)n(Cc2ccccc2)c2ccc(OCC(O)CNC(C)(C)C)cc12 (stereo unspecified)
13. CC(C)Sc1nc2c(c(=O)[nH]c(=O)n2C)n1C
14. COC(=O)c1ccc(COc2cccc3c2OC(C)(C)C3)cc1
15. CCCCNC(=O)CCCn1c(=O)c2ccccc2n(CC(=O)NCCC2=CCCCC2)c1=O
16. CCCCN1CCNC1=S

entry no.,9,10,11,12,13,14,15,16
CHX counter,1,-2,-1,-11,-1,23,-3,-7
Pf growth 96h,?,-10%,?,-31%,?,?,10%,23%
LmPK inh,0%,2%,-1%,-9%,-1%,-6%,1%,-9%
HCV inhibitor,1%,8%,-2%,?,6%,0%,-19%&0%,-3%
Shiga toxin inh,-4,-17,-4,-13,-13,36,-8,-16
Pf growth 48h,-6%,9%,?,nt,21%,-19%,-20%,28%
TbPYK inhibitor,-1%,0%,0%,-15%,5%,1%,-3%,-8%

6 records drawn at random from the list so far, as already listed:
1. CCn1cc(S(=O)(=O)c2ccc(C)cc2)[nH]c1=O
15. CCCCNC(=O)CCCn1c(=O)c2ccccc2n(CC(=O)NCCC2=CCCCC2)c1=O
8. N/C(=N\OS(=O)(=O)c1ccc(Cl)cc1)c1ccncc1
7. CCC1Oc2ccc(C)cc2N(CC(=O)N(Cc2cccnc2)Cc2cccc(F)c2)C1=O (stereo unspecified)
16. CCCCN1CCNC1=S
9. CCOc1ccc(Cl)cc1S(=O)(=O)N1CCC(C(=O)N2CCCC2)CC1

entry no.,1,15,8,7,16,9
CHX counter,-6,-3,-1,-3,-7,1
Pf growth 96h,?,10%,-34%,98%[activator],23%,?
LmPK inh,6%,1%,7%,5%,-9%,0%
HCV inhibitor,1%,-19%&0%,2%,20%,-3%,1%
Shiga toxin inh,-4,-8,-5,-8,-16,-4
Pf growth 48h,2%,-20%,nt,12µM*,28%,-6%
TbPYK inhibitor,3%,-3%,-3%,-2%,-8%,-1%

Next section.
17. CCOc1ccc(Br)cc1C1=CC(=O)C[C@H](c2ccc(OC)cc2)C1
18. COc1ccc(CNCc2cccc(Cl)c2)cc1
19. C=CCN(C(=O)CNC(=O)c1ccco1)C(C(=O)NC1CCCCC1)c1ccc(F)cc1 (stereo unspecified)
20. CC(=O)N1CCN(c2ccc([N+](=O)[O-])cc2C#N)CC1
21. CCn1ccnc1C(O)c1cccc(OC)c1OC (stereo unspecified)
22. O=C(/C=C/c1ccc(-c2ccccc2)cc1)NCc1cccnc1
23. COc1ccc(C(=O)OCCc2sc[n+](CC(=O)c3ccccc3)c2C)cc1
24. CC(Sc1nc2cc([N+](=O)[O-])ccc2n1-c1ccc(F)cc1)C(=O)NCc1ccc2c(c1)OCO2 (stereo unspecified)

entry no.,17,18,19,20,21,22,23,24
CHX counter,nt,7,-5,-2,9,28*,-4,-4
Pf growth 96h,?,-16%,11%,1%,4%,?,4%,1.7µM*
LmPK inh,nt,-6%,0%,-2%,7%,1%,0%,5%
HCV inhibitor,?,31%[activator],5%,8%,13%,-12%,?,?
Shiga toxin inh,nt,15,-2,-8,-2,nt,-4,-15
Pf growth 48h,?,11%,?,6%,nt,29%,-15%,?
TbPYK inhibitor,3%,-4%,-6%,5%,0%,-4%,-7%,?

25. Cc1ccc(-c2onc(C)c2C)cc1S(=O)(=O)N1CCOc2ccccc21
26. Cc1cccc(C)c1NC(=O)CNC(=O)c1ccc(S(=O)(=O)NCc2ccco2)cc1
27. COc1ccc(CCN2C(=O)CS/C2=N/NC(=O)c2ccccc2F)cc1OC
28. COc1cccc(CNC(=O)CCC2CCCN(c3cc(C)nc(N(C)C)n3)C2)c1 (stereo unspecified)
29. CCOC(=O)CSC1=C(C#N)C(c2ccc(C)o2)CC(=O)N1 (stereo unspecified)
30. CCCOc1ccccc1/C=C1\SC(N)=NC1=O
31. CCN1CCN(c2oc(-c3ccco3)nc2C#N)CC1
32. CC(=O)Nc1c(I)cc(I)c(C(=O)O)c1I

entry no.,25,26,27,28,29,30,31,32
CHX counter,-5,nt,4,-1,-5,2,-1,nt
Pf growth 96h,52%[activator],-30%,-35%,?,-11%,12µM*,18%,-18%
LmPK inh,-4%,nt,-1%,0%,6%,-7%,0%,nt
HCV inhibitor,?,9%,10%,-3%,?,13%,-2%,nt
Shiga toxin inh,17,nt,1,12,-8,-8,42,nt
Pf growth 48h,?,-12%,6%,?,9%,?,16%,-15%
TbPYK inhibitor,2%,-13%,5%,-3%,-12%,5%,-2%,-2%

33. CC(=O)c1ccc(C(=O)N2CCCC(CNC(=O)c3ccccc3Cl)C2)cc1 (stereo unspecified)
34. CCOCCN1CCN(c2nnc3n2-c2ccc(Cl)cc2C(c2ccccc2Cl)=NC3)CC1
35. CSCCC(C(=O)N1CC2(C)CC1CC(C)(C)C2)N1C(=O)c2ccccc2C1=O (stereo unspecified)
36. COc1ccc(NC(=O)COC(=O)CCc2cc(OC)c(OC)c(OC)c2)c([N+](=O)[O-])c1
37. O=[N+]([O-])c1cccc(OCC(O)CN2CCN(S(=O)(=O)c3cc(Cl)ccc3Cl)CC2)c1 (stereo unspecified)
38. CCC(C)C(NC(=O)C1CCC(=O)N1C(=O)OCc1ccccc1)C(=O)NC(Cc1ccccc1)C(N)=O (stereo unspecified)
39. O=C(Cn1cnc2c(cnn2-c2ccc(F)cc2)c1=O)N1CCN(c2ccccc2)CC1
40. CC1(C)C/C(=N\NC(=S)Nc2ccccc2F)c2cc(O)ccc2O1

entry no.,33,34,35,36,37,38,39,40
CHX counter,15*,-4,-2,8,-3,-6,-2,-4
Pf growth 96h,-9%,?,13µM*,66%[activator],10µM*,37%[activator],55%[activator],10µM*
LmPK inh,0%,-5%,2%,7%,0%,3%,0%,-22%
HCV inhibitor,2%,6%,3%,18%,-29%,-12%,6%,?
Shiga toxin inh,19,-9,-4,1,28,5,8,-6
Pf growth 48h,6%,?,-22%,5%,?,2%,?,13µM*
TbPYK inhibitor,0%,6%,-1%,2%,0%,1%,-4%,-23%

41. COc1cccc(CNCCc2ccc(F)cc2)c1
42. C[C@@H]1NC(=O)[C@@]2(C)[C@@H](c3ccccc3)[C@H]3COc4ccc(Cl)cc4[C@@H]3N2C1=O
43. C[C@H]1COc2c(C3(N)CC3)c(F)cc3c(=O)c(C(=O)O)cn1c23
44. Cc1ccc(NC(=O)CSCC(=O)Nc2cc(Cl)ccc2N2CCN(C)CC2)cc1
45. CCN(C(=O)CSc1ncccc1C(=O)Oc1cccc([N+](=O)[O-])c1)c1cccc(C)c1
46. CCO[C@@H]1OC(C(=O)NCc2nc3ccccc3[nH]2)=C[C@H](c2ccc(C(F)(F)F)cc2)[C@H]1CCCO
47. CN(Cc1cn(-c2ccccc2)nc1-c1ccc2c(c1)OCO2)Cc1nccn1C
48. O=C(/C=C/c1cccs1)N1CCN(Cc2ccc3c(c2)OCO3)CC1

entry no.,41,42,43,44,45,46,47,48
CHX counter,1,nt,-4,nt,-4,1,1,-1
Pf growth 96h,17%,?,?,?,-5%,12µM*,10%,128%[activator]
LmPK inh,0%,nt,-2%,nt,2%,-1%,2%,-4%
HCV inhibitor,2%,6%,nt,?,-2%,-14%,?,-9%
Shiga toxin inh,-2,nt,26,nt,-2,-17,-11,13
Pf growth 48h,nt,14%,-20%,13µM*,-5%,?,12µM*,-12%
TbPYK inhibitor,32%[activator],3%,-6%,2%,-3%,-9%,4%,-10%

49. Cc1ccc(OCC(=O)NNC(=O)CSc2nnc(-c3ccc(C)cc3)n2C)cc1
50. O=C1CCCC/C1=N\Nc1ccc(C2CCCCC2)cc1
51. Cc1cc(C)cc(NC(=O)CCC(=O)Nc2cc(C)on2)c1
52. CCn1c(C)cc(O)c(C(=O)Nc2cccc(Cl)c2)c1=O
53. CCOC(=O)C(O)(CC(=O)Nc1cc(F)ccc1C)C(F)(F)F (stereo unspecified)
54. CCOc1ccc(/C(O)=C2\C(=O)C(=O)N(CCN(C)C)C2c2cccc(OC)c2OC)cc1Cl (stereo unspecified)
55. O=C(Nc1ccc(Cl)cc1)c1cc2nc(C3CC3)cc(C(F)(F)F)n2n1
56. CCOC(=O)/C(N=Nc1ccc(Cl)cc1)=C(/O)c1ccc([N+](=O)[O-])cc1

entry no.,49,50,51,52,53,54,55,56
CHX counter,-2,39*,2,-7,-3,3,6,-3
Pf growth 96h,?,0%,0%,-100%,?,10%,-8%,nt
LmPK inh,-2%,2%,3%,-4%,0%,5%,8%,1%
HCV inhibitor,10%,nt,-2%,12%,6%,4%&22%,-3%,-3%
Shiga toxin inh,-15,64*,-10,6,-5,-1,35,28
Pf growth 48h,18%,221%[activator],1%,?,-21%,-6%,nt,6%
TbPYK inhibitor,-6%,nt,2%,8%,2%,-4%,-5%,5%
